C2C12 statin: suppressors of statin myotoxicity in C2C12 myotubes, primary screen, cell-based, single point, plate reader; C2C12 myotubes + simvastatin, ATP luminescence, 48 h; scaled: DMSO 0, geranylgeraniol control 100; rescue of ATP level, % at 7.49 µM; 330,000 compounds, 0.78% hits;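 active = mean ATP rescue above about 67%, or every replicate alone reaching that limit, limit read from the data, passing the limit was not always enough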;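 also: myotubes were challenged with 10 µM simvastatin during compound exposure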
Cneo AK release: Cryptococcus neoformans cell lysis inducers, primary screen, AK release luminescence, single concentration; C. neoformans lysis, adenylate kinase release luminescence, 4 h; normalised: neutral wells 0, clomiphene wells 100; lysis activity, % at 15 µM; 360,000 compounds, 0.2% hits; AID 651654, 2012;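 active = mean lysis activity across replicates of at least 80%, whatever share of replicates individually reach that level; inactive = mean lysis activity below 80%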
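Test system: log-phase Cryptococcus neoformans yeast cells. Input: 5 × 10^6 yeast cells/mL. Medium: fresh YPD growth medium. Doses: single dose. Incubation: static 4 h at 37 °C with compound, 1 h detection. Measured by: luminescent adenylate kinase detection reagent. Read-out: signal increase indicating cell lysis. Benchmarks: Clomiphene.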
PglD DTNB: C. jejuni PglD acetyltransferase inhibitors, primary screen, biochemical, DTNB colorimetric, single point; purified PglD enzyme, DTNB colorimetric CoA detection; inhibition, % at 12.5 µM; 360,000 compounds, 0.098% hits; in the data active = inhibition above about 16%, passing the limit was not always enough; also: strong numbers were not always called active
LGR2 antag: inhibitors of bursicon-induced LGR2 CRE-luciferase signal, primary screen, cell-based, HEK293, CRE-luciferase reporter, bursicon stimulation | bursicon-stimulated, 4 h | 380,000 compounds, 0.35% hits | Drosophila bursicon receptor LGR2 (rickets) | inhibition, % at 9.99 µM;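 active = drop in luminescence signal, shown as inhibition above about 50% in the replicate tests, limit read from the data, passing the limit was not always enough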;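 also: agonist challenge used bursicon conditioned medium at about half maximal strength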
ARNT TACC3 PPI: disruptors of ARNT/TACC3 protein interaction, primary screen, biochemical, AlphaScreen, single concentration. Transforming acidic coiled-coil-containing protein 3 (Homo sapiens), Q9Y6A5. AlphaScreen His-ARNT PAS-B/GST-TACC3 binding, luminescence; TACC3 fragment carries E629A point mutation. inhibition, % at 9.99 µM. 390,000 compounds, 0.66% hits. AID 623870, 2012;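 active = mean inhibition of replicates at least 50% and at least half of replicates each reaching 50%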;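 also: 0% = complete ARNT plus TACC3 wells and 100% = ARNT alone without TACC3; many hits fall short of the cut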
PAX8 inh HTS: inhibitors of PAX8-driven TPO luciferase reporter, primary screen, RMG-I cells, single concentration; SteadyGlo, 24 h; inhibition, % at 12.6 µM; 360,000 compounds, 1.2% hits; AID 652154, 2013;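 active = mean replicate inhibition at least 60% with every replicate also reaching 60%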;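 also: luciferase light reporting Pax8 driven TPO promoter activity; plate controls were median of neutral control wells for no effect and mitoxantrone controls for full effect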
PGC1a acetyl inh: inhibitors of PGC1a acetylation signal, primary screen, cell-based, U2OS, AlphaScreen, inhibitor mode. inhibition, % at 15.6 µM. 350,000 compounds, 0.17% hits. AlphaScreen anti-acetyl-lysine; with virally co-expressed GCN5 acetyltransferase;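 active = every replicate shows inhibition of at least 40%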;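 also: 0% = neutral control wells and 100% = positive control wells; some results beyond the cut were filed as inactive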
INS-1E GSIS act: GLuc luminescence reporter in INS-1E cells, primary screen for activators of glucose-dependent secretion of insulin | INS-1E GLuc reporter insulin secretion, 2-3 h | activation, % at 16.6 µM | 370,000 compounds, 0.61% hits | AID 743287, 2014;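 active = lowest replicate activation of at least 40%, so every replicate reaches that level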;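 also: 0% = median of neutral control wells and 100% = median of IBMX positive control wells; some compounds called inactive have numbers as strong as hits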
* = called active by the depositor; nt = no result given; & = joins results of further samples.

SMILES	C2C12 statin	Cneo AK release	PglD DTNB	LGR2 antag	ARNT TACC3 PPI	PAX8 inh HTS	PGC1a acetyl inh	INS-1E GSIS act
O=C1CN(c2cc(Cl)cc(Cl)c2)C(=O)CN1/N=C/c1cccnc1	nt	nt	nt	16.4	-6.0	-7.2	-3.2	-12.7
COc1ccc2c(CC(=O)O)cc(=O)oc2c1	4.9	-2.0	-5.7	1.2	-4.0	-22.7	0.6	19.7
COc1ccc(NC(=O)NCC(C)CSc2ccc(C)cc2)c(OC)c1 (stereo not drawn)	5.7	-0.1	0.3	-10.1	12.9	-17.6	-20.3	-52.3
CO[C@@H]1CC[C@H]2CCOc3ccc(C#N)cc3C(=O)N(C)CCCC(=O)N(C)C[C@@H]1O2	-2.2	0.6	1.9	-5.9	-2.2	-4.9	nt	15.3
COc1ccc(NC(=O)COC(=O)c2c3c(nc4ccccc24)CCCC3)cc1Cl	-7.5	0.0	-0.3	nt	0.1	nt	-25.9	nt
CCc1ccc(CNC(=O)CC2C(=O)NCCN2Cc2ccccc2F)nc1 (stereo not drawn)	8.3	0.9	-1.5	-1.8	11.6	-7.7	-15.7	13.5
COc1ccc(C(C)NC(=O)c2ccncc2)cc1OC (stereo not drawn)	nt	-0.7	5.0	10.2	-4.0	1.1	-2.4	4.3
FC(F)Oc1ccc(NC(=S)NCCc2ccccn2)cc1	-12.7	nt	nt	-0.4	1.5	-9.8	nt	5.4
COC(=O)c1ccc(S(=O)(=O)N2CCOCC2)o1	0.9	-1.1	-1.1	-9.1	-0.7	-11.0	0.1	1.0
Cc1noc(C)c1NC(=O)N(C)C[C@H]1Oc2c(NS(=O)(=O)c3cccs3)cccc2C(=O)N([C@H](C)CO)C[C@H]1C	16.7	-0.6	1.3	6.0	-8.1	nt	-0.7	22.1

Random excerpt: 3 compounds from above
SMILES	C2C12 statin	Cneo AK release	PglD DTNB	LGR2 antag	ARNT TACC3 PPI	PAX8 inh HTS	PGC1a acetyl inh	INS-1E GSIS act
COc1ccc(NC(=O)NCC(C)CSc2ccc(C)cc2)c(OC)c1 (stereo not drawn)	5.7	-0.1	0.3	-10.1	12.9	-17.6	-20.3	-52.3
COc1ccc(NC(=O)COC(=O)c2c3c(nc4ccccc24)CCCC3)cc1Cl	-7.5	0.0	-0.3	nt	0.1	nt	-25.9	nt
COC(=O)c1ccc(S(=O)(=O)N2CCOCC2)o1	0.9	-1.1	-1.1	-9.1	-0.7	-11.0	0.1	1.0

(further entries)
SMILES	C2C12 statin	Cneo AK release	PglD DTNB	LGR2 antag	ARNT TACC3 PPI	PAX8 inh HTS	PGC1a acetyl inh	INS-1E GSIS act
Cc1cccc(NC(=O)C2CC(=O)n3cnnc3S2)c1 (stereo not drawn)	nt	-5.0	-1.9	nt	-8.6	nt	3.1	nt
Cc1cc(=O)c2cc(C(=O)c3ccccc3)ccc2[nH]1	2.4	-1.2	5.3	-9.4	-1.3	-23.1	nt	13.9
CCOC(=O)C1=C(C)NC(=O)CC1c1cc(OC)c(OC)cc1Br (stereo not drawn)	0.7	-7.4	-0.9	-19.4	-3.4	14.6	4.9	-4.7
COC(=O)C(Cc1ccccc1)P(=O)(c1ccccc1)c1ccccc1 (stereo not drawn)	nt	nt	nt	-4.1	2.3	5.6	nt	18.1
Cc1ccc(S(=O)(=O)N(C)C[C@H]2OCCCC[C@H](C)Oc3ccc(NC(=O)Nc4c(C)noc4C)cc3C(=O)N([C@@H](C)CO)C[C@@H]2C)cc1	nt	0.3	5.1	0.0	-1.7	3.3	12.9	-5.0
C[C@H](CO)N1C[C@H](C)[C@@H](CN(C)S(C)(=O)=O)Oc2c(NC(=O)Nc3cccc4ccccc34)cccc2C1=O	-17.4	2.8	0.7	4.1	6.1	16.2	1.9	-14.7
Cc1nc(CC(=O)c2ccc(O)c(C)c2O)cs1	nt	0.5	1.2	-3.1	-6.7	-89.5	-5.0	12.1
Cc1ccc(S(=O)(=O)Nc2cccc3c2O[C@H](CN(C)Cc2ccccc2)[C@H](C)CN([C@@H](C)CO)C3=O)cc1	nt	nt	nt	4.2&-5.5	nt	-8.3&2.7	11.1&0.3	-7.9&7.5
C=CCn1c(C(C)NC(=O)c2cccs2)n[nH]c1=S (stereo not drawn)	nt	-0.4	1.1	4.3	-0.9	34.4	1.5	-12.7
C[C@@H]1CN([C@@H](C)CO)C(=O)c2cc(NC(=O)Nc3cccc4ccccc34)ccc2O[C@H]1CN(C)C(=O)Nc1cccc2ccccc12	15.5	0.5	2.4	15.4	4.9	19.6	0.7	12.2
COc1ccc(CNC(=O)Cn2nc(-c3ccc4c(c3)OCCO4)ccc2=O)cc1	7.0	-0.8	4.5	-12.6	nt	nt	2.9	0.9
COc1cc(C(CC(=O)Nc2cccc(C)n2)N2Cc3ccccc3C2=O)cc(OC)c1OC (stereo not drawn)	0.2	5.0	4.9	5.6	-3.9	16.1	10.3	25.2
COCCNC(=O)C[C@H]1CC[C@H]2[C@H](COc3ccc(NC(=O)Nc4ccccc4)cc3C(=O)N2C)O1	10.4	1.9	8.0	-22.2	12.4	7.5	1.9	10.5
CCN(CC)C(=S)NC(=O)C12CC3CC(CC(C3)C1)C2	-9.0	14.9	4.4	11.5	-5.6	22.1	19.5	0.4
CCCC#Cc1ccc2c(c1)O[C@@H](CN(C)C(=O)c1cnccn1)[C@@H](C)CN([C@@H](C)CO)S2(=O)=O	34.8	-3.3	-2.8	-27.7	9.9	nt	-3.7	-13.4
CCCNC(=O)N1[C@H](CO)[C@H](c2ccccc2)[C@@H]1CNC(C)=O	5.8	-0.4	-2.3	-2.1	2.0	2.8	-3.3	7.3
COc1ccc(CCNC(=O)/C=C\c2ccccc2)cc1OC	nt	0.2	-4.1	nt	-4.5	-14.7	-1.4	nt
O=C1c2ccccc2C(=O)N1CCc1ccccn1	-14.2	0.8	1.5	-7.8	-3.9	nt	12.2	8.7
CC(C)(C)Cc1nnc(NS(=O)(=O)c2ccc([N+](=O)[O-])cc2)s1	-5.7	2.2	-6.4	-11.0	-7.6	-1.4	16.1	-18.7
COc1ccc(C(=O)n2nc(C)c(Br)c2C)cc1OC	2.5	4.4	-0.2	9.5	-2.0	13.6	nt	14.3
Cc1cc(C(=O)Nc2cccc3c2O[C@@H](CN(C)Cc2ccc4c(c2)OCO4)[C@@H](C)CN([C@H](C)CO)C3=O)n(C)n1	12.2	-0.5	-1.3	-0.8	1.9	-3.1	3.3	1.8
CCc1nc2ccc(C(=O)Nc3ccc4c(c3)OCC(=O)N4)cn2c1N(C)C(=O)C1CCCCC1	47.6	1.5	4.0	-13.4	nt	-5.4	-8.6	6.5
CS(=O)(=O)N1CCC(Oc2ccccc2C(=O)NC(C2CC2)C2CC2)CC1	nt	nt	nt	2.1	1.1	14.1	nt	-8.5
CCOC(=O)c1c(C)noc1-c1ccco1	nt	-0.2	2.4	-2.2	-6.6	9.2	-11.1	-0.9
CCn1c(CC(=O)Nc2ccccc2)nnc1SCC(=O)NC1CCCC1	-10.4	-0.9	1.6	-6.9	nt	-1.6	-7.7	-4.8
CO[C@@H]1CN(C)C(=O)c2cc(NC(=O)Nc3cccc(F)c3)ccc2OC[C@H](C)N(C(C)=O)C[C@H]1C	-6.4	0.6	-1.9	-8.4	3.2	nt	-1.6	1.1
CC(C)Cc1nc(N2CCOCC2)c(C#N)c2c1CCC2	nt	2.8	1.7	nt	-20.5	nt	39.2	nt
O=C(CSc1ccc2nnc(-c3cccnc3)n2n1)Nc1ccc(F)cc1	-9.9	-0.2	-3.7	7.7	23.0	13.7	-2.1	4.0
CNC[C@@H]1Oc2ccc(NS(=O)(=O)c3cccs3)cc2CC(=O)N([C@H](C)CO)C[C@H]1C	-8.4	2.4	2.6	-12.4	-5.7	nt	5.6	5.8
C[C@@H]1CN([C@@H](C)CO)C(=O)c2cc(Br)cnc2O[C@@H]1CN(C)C(=O)c1ccccc1	5.1	-1.4	-0.1	-24.2	0.4	-0.5	-6.6	10.1
CC(C)NCCOCCSc1ccc(Cl)cc1	-4.7	-1.2	-0.5	nt	-6.0	nt	3.4	nt
CCOCCn1c(SCC)nc2c1c(=O)[nH]c(=O)n2C	nt	0.4	-14.1	nt	nt	-11.7	35.0	nt
O=C(/C=C/Nc1ccc(F)cc1)c1cccs1	19.1	-4.4	-5.8	nt	2.8	nt	-5.8	nt
CCNc1c([N+](=O)[O-])c(=O)n(CC)c2ccccc12	nt	0.1	-1.4	-6.9	nt	-2.7	0.4	21.4
CO[C@@H]1CN(C)C(=O)c2cc(NC(=O)CC(F)(F)F)ccc2OC[C@H](C)N(C(C)=O)C[C@H]1C	nt	nt	nt	-7.5	nt	-10.9	6.8	-4.7
N#C/C(=C\c1c(Oc2ccccc2F)nc2ccccn2c1=O)C(=O)NC1CCS(=O)(=O)C1 (stereo not drawn)	-3.3	10.0	-3.6	22.7	6.5	28.5	11.3	28.0
COc1cccc(OC)c1C(=O)Nc1nnc(-c2cccs2)s1	9.8	4.4	1.1	-16.1	6.7	47.9	-2.2	-6.2
O=C(c1cccnc1)N1C[C@@H]2[C@H](c3ccccc31)[C@@H](CO)N2C(=O)Nc1ccccc1Cl	2.4	-0.3	-2.0	-10.4	-1.8	-4.4	-1.7	6.0
Nc1nc(NCCCN2CCOCC2)nc(Nc2ccccc2)c1[N+](=O)[O-]	nt	nt	nt	-13.3	-0.8	7.3	nt	48.8
COc1cc(Cl)c(C)cc1NC(=O)CSc1nc2ccccc2o1	1.6	-0.8	-1.7	nt	-4.8	nt	-12.9	-35.9
C[C@H](CO)N1C[C@H](C)[C@H](CN(C)C(=O)Cc2ccccn2)Oc2ncc(C#CC3CC3)cc2C1=O	-0.8	-9.3	0.1	5.3	-11.5	nt	8.6	-2.8
Cc1ccccc1S(=O)(=O)N1CC(=O)N2[C@H](CO)[C@H](c3ccc(C#CC4CC4)cc3)[C@@H]2C1	nt	nt	nt	5.5	nt	-7.4	-5.7	-35.0
CC(C)CCn1c(SCC(N)=O)nc2c1c(=O)n(C)c(=O)n2C	nt	-0.8	1.4	-3.0	-17.4	-8.8	-1.0	4.7
COc1ccc(NC(=O)c2sc3nc(N4CCCC4)c4c(c3c2N)CC(C)(C)OC4)c(OC)c1	-6.0	-0.4	-4.1	-26.2	-4.5	-10.0	nt	6.7
CC(C)c1nc(N2CCN(C(=O)c3ccco3)CC2)c(C#N)c2c1COC(C)(C)C2	-33.9	0.5	0.1	-1.5	7.6	4.6	nt	-21.2
COc1cc(NS(=O)(=O)c2ccc(NC(C)=O)cc2)cc(OC)c1	-9.3	-2.0	0.0	nt	1.4	5.4	-19.3	nt
COC(=O)C1=C(C)Nc2nc(-c3ccccc3)nn2C1c1ccc(C)o1 (stereo not drawn)	30.7	-1.6	5.5	-8.6	nt	-28.5	-11.8	-11.2
CCC(C)(C)n1nnnc1C(c1ccc2ncccc2c1)N1CCCC(C)C1 (stereo not drawn)	-0.7	-0.9	-0.5	nt	-5.3	2.2	-36.4	nt
C[C@@H]1CCCCO[C@H](CN(C)C)[C@H](C)CN([C@H](C)CO)C(=O)c2cc(NC(=O)Nc3ccc4c(c3)OCO4)ccc2O1	2.8	2.5	2.3	15.5	10.5	-30.7	8.5	-15.0
CCCCc1ccc(/C(C)=N/Nc2cc(N3CCOCC3)nc(C)n2)cc1	-16.8	5.5	4.7	7.7	8.9	10.6	3.0	21.3

High-throughput results: PubChem, Broad Institute
